Granule exo inh: blocks lytic granule exocytosis; inhibition, % at 10 µM; TALL-104 LAMP-1 surface exposure, flow cytometry; cells stimulated with thapsigargin and PMA; 360,000 compounds, 0.66% hits;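 active means inhibition above about 55%, limit read from the data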
HTR2A ag: activates the mouse 5-HT2A serotonin receptor; P35363; CHO-K1 mHTR2A beta-arrestin complementation, luminescence; percent of 30 µM serotonin response; activation, % at 7.6 µM; 360,000 compounds, 0.66% hits;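 active means activation above a run cutoff, the mean activation of all tested compounds plus 3 SD, cut at about 14% in these data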;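 further: 0% = plate median of compound wells and 100% = 30 µM serotonin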
Target sequence (P35363 whole entry, looked up): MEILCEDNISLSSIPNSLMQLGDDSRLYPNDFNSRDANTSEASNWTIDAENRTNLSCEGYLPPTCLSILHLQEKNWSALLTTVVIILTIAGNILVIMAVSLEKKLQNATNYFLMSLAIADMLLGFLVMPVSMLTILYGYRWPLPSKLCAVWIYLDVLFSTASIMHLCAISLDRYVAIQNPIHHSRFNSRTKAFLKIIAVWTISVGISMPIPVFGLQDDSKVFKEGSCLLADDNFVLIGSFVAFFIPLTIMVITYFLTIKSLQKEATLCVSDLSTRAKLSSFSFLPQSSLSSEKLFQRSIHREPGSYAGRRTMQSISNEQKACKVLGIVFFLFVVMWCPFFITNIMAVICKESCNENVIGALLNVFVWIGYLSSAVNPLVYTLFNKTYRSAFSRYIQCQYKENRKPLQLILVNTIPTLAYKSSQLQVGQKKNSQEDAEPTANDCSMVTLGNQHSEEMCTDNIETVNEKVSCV
CaV13 FRET inh: Primary screen for inhibitors of IQ motif and Ca2+-dependent inactivation inhibitor domain binding in CACNA1D, Förster resonance energy transfer in living cells, …. HEK cells, CFP/YFP FRET ICDI-IQ, plate reader, 10 min; percent FRET-ratio fall versus neutral wells. inhibition, % at 12.3 µM. 340,000 compounds, 0.098% hits. AID 743397;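 active means mean replicate inhibition of at least 30% and at least 1% of replicates passing that level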;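 further: 0% = median of the neutral control wells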
N-glyco inh: N-linked glycosylation inhibition; reporter increase, % at 12.5 µM; D54 ERlucT glycosylation luciferase reporter, 24 h; percent of 100 nM tunicamycin response; 360,000 compounds, 0.23% hits; AID 588692;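 active means mean luciferase reporter signal, scaled so untreated is 0 and the glycosylation-blocking control 100, at or above a set limit in every replicate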;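 further: luciferase carries N-glycosylation sites so blocking glycosylation raises the light; 0% = median of neutral control wells and 100% = median of 100 nM tunicamycin wells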
ABCB6 inh MLPCN: human ABCB6 transporter inhibition | Q9NP58 | K562-ABCB6 porphyrin accumulation, flow cytometry, 1 h; hits give low values | fluorescence ratio to DMSO, % at 10 µM | 360,000 compounds, 0.19% hits | AID 602162;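 active means fluorescence ratio to DMSO below 75%, the collection mean minus 3 SD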;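 further: signal is porphyrin accumulated inside mitochondria; 100% equals median channel fluorescence of DMSO control wells; lower ratio means ABCB6 inhibition with less porphyrin fluorescence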
aDG glyco up: increases alpha dystroglycan glycosylation | activation, % at 10 µM | Pro5-aDG cells, alpha-DG glycosylation AlphaScreen (IIH6); 0% Pro5, 100% B10-LARGE cell signal | AID 624168 | 360,000 compounds, 0.22% hits;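 active means activation of at least 8% versus controls, or a plate z-score of at least 8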;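 further: Pro5 are CHO cells carrying HIG-tagged alpha-DG that lacks glycosylation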
H9c2 protect: myocardial damage modulation in H9c2 cells | H9c2 cardiomyocytes, H2O2 injury protection, ATPLite, 2 h | protection from H2O2 cell death, % at 20 µM | 360,000 compounds, 0.63% hits | AID 588492;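 active means compounds giving at least 50% protection of heart cells from peroxide-induced death in the single-dose screen, raw or plate-pattern-corrected value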;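 further: 0% = DMSO wells with peroxide and 100% = DMSO wells without peroxide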
PDI inh: inhibitors of human protein disulfide isomerase | P07237 | PDI insulin aggregation turbidity, A650, 90 min | inhibition, % at 10 µM | 350,000 compounds, 0.052% hits | AID 588391;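 active means mean inhibition across replicates of 30% or more, whatever share of single replicates reach that level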;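 further: absorbance from insulin aggregation driven by PDI reduction with DTT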
Target sequence (P07237 whole entry, looked up): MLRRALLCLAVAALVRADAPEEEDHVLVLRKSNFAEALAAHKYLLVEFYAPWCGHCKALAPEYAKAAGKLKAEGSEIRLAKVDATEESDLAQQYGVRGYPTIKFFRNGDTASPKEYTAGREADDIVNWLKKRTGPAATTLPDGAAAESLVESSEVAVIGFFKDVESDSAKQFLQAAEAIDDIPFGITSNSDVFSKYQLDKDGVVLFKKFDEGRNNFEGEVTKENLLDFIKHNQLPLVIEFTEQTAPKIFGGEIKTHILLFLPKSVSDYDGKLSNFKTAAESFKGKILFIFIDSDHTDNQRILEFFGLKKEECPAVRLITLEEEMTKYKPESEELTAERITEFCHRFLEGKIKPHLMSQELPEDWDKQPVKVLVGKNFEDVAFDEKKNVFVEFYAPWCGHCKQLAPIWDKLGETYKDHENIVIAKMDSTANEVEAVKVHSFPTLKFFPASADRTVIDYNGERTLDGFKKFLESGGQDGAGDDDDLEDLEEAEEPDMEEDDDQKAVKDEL
Vif imaging: blocks HIV Vif function; HEK293T cells, Vif self-association by quenched fluorescence, imaging, 24 h; inhibition, % at 7.49 µM; 340,000 compounds, 0.35% hits; in the data active means inhibition above about 50%, passing the limit was not always enough; further: some results filed as inactive read as strong as hits
iPSC survival up: enhancers of human iPSC single-cell survival; hiPSC single-cell survival, ATPlite luminescence; 100% = ROCK inhibitor wells, 0% = DMSO; survival enhancement, % at 20 µM; 360,000 compounds, 0.044% hits; AID 602274; in the data active means survival enhancement above about 18%;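 further: cells exposed to compounds for 16 hours before the ATP read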
An asterisk follows results filed as active; . = not tested or not shown.

The line under a structure holds: Granule exo inh | HTR2A ag | CaV13 FRET inh | N-glyco inh | ABCB6 inh MLPCN | aDG glyco up | H9c2 protect | PDI inh | Vif imaging | iPSC survival up
O=C(NCc1ccc(F)cc1)C1CCN(S(=O)(=O)c2ccc3c(c2)OCCCO3)CC1
  -3 | 2 | -5 | -2 | 93 | -0.1 | -3 | 4 | 5 | -1.1
CCC(C)(C)NC(=O)CN(C(=O)CCC(=O)Nc1cc(C)ccn1)c1ccc2c(c1)OCCO2
  -2 | -3 | -6 | 0 | 100 | -0.1 | 5 | 5 | -3 | 0.1
O=C(Nc1ccccc1N1CCN(C(=O)c2ccc(Cl)cc2)CC1)c1cc(Br)ccc1Cl
  1 | -1 | -6 | -3 | 90 | 0.1 | 5 | 7 | 0 | 0.4
CC(Oc1cccc(Cl)c1)c1ccnc2nc(/N=C/N(C)C)nn12 (centres undefined)
  0 | 2 | -4 | 0 | 101 | -0.2 | -4 | -1 | . | -0.3
O=C(COC(=O)c1ccc2c(c1)OCCO2)Nc1cccc(S(=O)(=O)N2CCOCC2)c1
  1 | 0 | -3 | 0 | 97 | 0.2 | -5 | 4 | -3 | 0.9
COc1ccc(OC)c(S(=O)(=O)NC(=O)C2(C)CCN2C(=O)c2ccco2)c1 (centres undefined)
  -5 | -1 | -5 | 0 | 84 | -0.1 | 5 | 11 | 6 | 0.9
Cc1ccc(OCCCNC2CCCC2)cc1
  2 | -2 | -5 | -2 | 94 | 0.2 | 9 | 10 | 21 | 1.7
COc1ccc(C2CC(C(F)(F)F)n3nc(C(N)=O)c(Cl)c3N2)cc1OC (centres undefined)
  -1 | 1 | -5 | -1 | 95 | 0.1 | -1 | -2 | 0 | 4.0
CN(C(=O)COc1ncnc2c1cnn2-c1ccccc1)C1CCCCC1
  -3 | -5 | -3 | -6 | 91 | -0.1 | -1 | -3 | -3 | -0.4
Cc1nn(CC(=O)N/N=C/c2ccc3c(c2)OCO3)c(C)c1Br
  -1 | -1 | -3 | 2 | 99 | 0.2 | 4 | -8 | -15 | 0.0
Cc1ccc(N2C(=O)c3ccc(C(=O)O)cc3C2=O)cc1C
  28 | -3 | -4 | 1 | 100 | 0.2 | 2 | 13 | -15 | 1.0
NS(=O)(=O)c1ccc(NC(=O)Cn2ncc3c2-c2ccccc2OC3)cc1
  0 | 2 | -6 | -2 | 102 | 3.5 | -4 | . | . | 0.1
CCc1nc2c(OCCc3cccc(OC)c3)cccn2c1N(C)C(=O)c1ccc(C)cc1
  -13 | -2 | -4 | -1 | 93 | 0.3 | -5 | -12 | -5 | 7.2
CCN(CC)CC(=O)Nc1sc(C)c(C)c1C(=O)c1ccc(C)cc1
  -2 | -4 | 10 | -4 | 97 | -0.1 | -9 | -2 | 0 | 0.6
Cn1nc(C(F)(F)F)c2cc(C(=O)Nc3ccc(C(F)(F)F)cc3)sc21
  86* | -3 | 6 | -9 | 102 | 0.5 | -15 | -3 | 9 | 0.6
O=C(NC1CC1)c1cc(-c2ccccn2)nc2ccccc12
  1 | -2 | . | -1 | 201 | 0.8 | -7 | 1 | . | -2.9
Cc1cc(C(=O)NCCCN2CCOCC2)n(-c2ccccc2)n1
  10 | -1 | -6 | 0 | 98 | -0.3 | 11 | 3 | . | -1.6
O=C(c1ccccc1F)N(Cc1cccnc1)Cc1cc2cc3c(cc2[nH]c1=O)OCCO3
  1 | -2 | -4 | 5 | 98 | -0.2 | 10 | 9 | 6 | 0.0
Cc1nn(Cc2c(Cl)cccc2Cl)c(C)c1NC(=O)CCCn1nc([N+](=O)[O-])c(Cl)c1C
  2 | 5 | -5 | -2 | 92 | 0.2 | 6 | -4 | -1 | -0.8
COc1ccc(NC(=O)Cc2ccccc2)cc1
  0 | -1 | . | 1 | 95 | -0.3 | -6 | 0 | . | -0.9
O=C(CN1CCN(Cc2ccccc2Cl)CC1)N/N=C/C=C/c1ccco1
  7 | 1 | -5 | 15 | 98 | -0.1 | -1 | 4 | 7 | 0.7
Cc1ccc(-c2nc(N)sc2C)cc1
  1 | 1 | -15 | 1 | 98 | 0.1 | -3 | 0 | 4 | 4.7
COc1ccccc1NC(=O)Nc1cc(C(C)C)ccc1C
  -25 | 1 | -2 | -1 | 93 | 0.4 | -5 | 4 | -5 | 0.3
CCOc1ccc(/C=N/OCC(=O)Nc2cc(S(=O)(=O)N3CCOCC3)ccc2OC)cc1
  15 | 3 | -4 | 0 | 105 | 0.0 | -5 | -1 | -6 | -0.3
CCCCNC1CCS(=O)(=O)C1 (centres undefined)
  -1 | 2 | -13 | -1 | 100 | -0.2 | 12 | -8 | . | -1.3
NS(=O)(=O)c1ccc(CNC(=O)C2CCCCC2)cc1
  0 | -2 | -9 | 1 | 92 | 0.1 | -1 | 7 | 9 | 5.7
Cc1cccc(OCc2nnc(SCC(=O)N3CCCCC3)o2)c1
  -4 | 4 | -4 | 1 | 98 | 0.0 | 1 | -16 | 8 | 0.5
CSc1ccc(CN2CCC(Oc3ccc(C(=O)N4CCCC4)cc3)CC2)cc1
  -8 | -6 | -7 | 0 | 107 | 0.7 | -1 | 9 | 0 | -0.4
Cc1cccc(NC(=O)c2nc(S(=O)(=O)Cc3ccccc3)ncc2Cl)c1
  33 | -7 | -7 | -11 | 59* | -0.7 | -21 | 19 | -16 | 6.4
COc1ccc(C(=O)NNC(=S)NC(=O)/C=C/c2cccs2)cc1
  -2 | -1 | -3 | -3 | 96 | 0.7 | -10 | 9 | 13 | -1.4
COc1cccc(NC(=O)COC(=O)C2C3CC4OC(=O)C2C4C3)c1 (centres undefined)
  0 | 6 | -3 | -1 | 97 | -0.2 | -2 | -9 | 9 | 0.2
O=C(COc1ccc(NS(=O)(=O)c2ccc(F)cc2)cc1)N1CCOCC1
  -3 | 2 | -4 | 1 | 103 | 11* | 2 | 4 | -1 | -2.4
Cc1[nH]c2ccccc2c1C(=O)C(=O)NCc1nnnn1-c1ccc(F)cc1
  -2 | 0 | -4 | 2 | 92 | -0.1 | -1 | -3 | -2 | 1.0
COCCn1c(SCc2nc3ccccc3c(=O)[nH]2)nc2ccccc2c1=O
  2 | 4 | -3 | 1 | 97 | -0.3 | 9 | 3 | 0 | 2.2
CCCCc1nnc(NC(=O)CSc2nc(=O)cc(N)n2-c2ccccc2)s1
  -1 | 16* | -4 | -1 | 108 | 0.0 | 3 | -1 | -4 | 0.9
CN(C)c1ccc(CNS(=O)(=O)c2ccc3c(c2)C(C)(C)C(=O)N3C)cc1
  -5 | -1 | -7 | 1 | 98 | 0.0 | -1 | -4 | 5 | -2.1
Cc1ccc(NC(=O)c2sccc2C)nc1
  -7 | -6 | -6 | -11 | 98 | 0.6 | -5 | 5 | 6 | -0.3
CCOC(=O)c1oc2ccccc2c1NC(=O)c1cccc(OC)c1
  11 | 2 | -8 | 1 | 96 | 0.0 | 2 | 3 | -4 | 6.2
CCOC(=O)CCc1c(C)nc2c(c(C)nn2-c2ccc(C)cc2)c1C
  3 | -1 | -19 | 0 | 99 | 0.1 | -4 | -2 | -1 | -0.5
COC(=O)c1ccc(N=NN2CCCCC2)cc1
  -1 | -2 | 6 | -4 | 98 | -0.1 | -13 | 4 | 13 | -0.5
CC(NC(=O)Cc1ccc(F)cc1)C(c1cccs1)N1CCN(C)CC1 (centres undefined)
  0 | -2 | -9 | -2 | 99 | 0.0 | 19 | -5 | . | -2.9
CCOc1cc2[nH]c(=O)n(Cc3ccccc3)c(=O)c2cc1OCC
  1 | 0 | -3 | 1 | 102 | 1.1 | -2 | -5 | -4 | 1.3
Cc1cc(Cl)c2oc(C(=O)N(C)Cc3cc(C)[nH]n3)c(C)c2c1
  2 | 2 | -3 | 1 | 98 | 0.0 | 1 | 9 | 0 | -0.5
Cc1noc(C)c1COC(=O)c1cc(S(=O)(=O)N2CCOCC2)ccc1F
  2 | 10 | -4 | -3 | 109 | 0.7 | -14 | -3 | 14 | 0.1
CC(C)(C)c1ccc(OCCC(=O)OCC(=O)NC2CCCCC2)cc1
  5 | 4 | -6 | 2 | 97 | 0.0 | -2 | -1 | 0 | -0.2
COc1cc2c(-c3ccccc3)c(C)oc2cc1/C=N/NC(N)=S
  1 | 2 | -2 | 0 | 101 | 0.0 | -17 | 6 | 5 | -0.4
C#CCN(C[C@@H]1[C@@H](OC(=O)NC2CCCC2)[C@@H](OC(=O)NC2CCCC2)CN(C(=O)OC(C)C)N1C(=O)OC(C)C)S(=O)(=O)c1ccc(C)cc1
  -4 | 2 | -13 | -9 | 96 | 0.4 | -19 | -3 | 2 | -2.2
CCN(CC)C(=O)N1CCN(S(=O)(=O)c2ccccc2)CC1
  1 | -1 | -5 | -1 | 88 | 0.5 | -2 | 1 | 11 | -0.1
O=C(Nc1ccc(S(=O)(=O)N2CCCCC2)cc1)c1cccnc1Cl
  -9 | 7 | -6 | -2 | 97 | 0.0 | -1 | 10 | . | 0.1
N/C(=N/O)c1cccn1Cc1ccccc1[N+](=O)[O-]
  7 | -2 | -7 | 0 | 97 | -0.1 | -8 | 14 | 11 | 1.5
COc1cccc(-c2c(-c3ccccc3OC)ncn2Cc2cccc(-c3ccccc3)c2)c1
  49 | -3 | -9 | . | . | 0.3 | . | . | . | .
O=C(c1cccs1)N1CCN=C1SCc1cccnc1
  -1 | 2 | -3 | -2 | 102 | 0.2 | 3 | 5 | 7 | -0.5
CCCCn1c(=O)n(CC(=O)NCc2ccc(C)cc2)c(=O)c2c1nc(CO)n2CCC
  0 | -3 | . | -3 | 97 | 0.0 | 6 | 9 | 4 | -0.8
COc1ccc(S(=O)(=O)N2CCN(C)CC2c2ccccc2)cc1OC (centres undefined)
  -1 | -9 | -6 | 5 | 102 | 0.0 | 2 | -2 | -15 | -0.3
CNc1ncnc2c1ncn2[C@H]1CN(Cc2cccnc2)C[C@@H](CO)O1
  1 | -1 | -3 | 2 | 94 | -0.1 | 2 | -2 | -7 | -3.9
CC(C)(C)NC(=O)C(c1ccncc1)N(C(=O)Cn1nnc(-c2ccc(F)cc2)n1)c1ccccc1 (centres undefined)
  2 | 2 | -5 | -3 | 105 | 0.7 | -3 | 7 | -12 | -1.1
CCN(CC)CCCOC(=O)C1(c2ccccc2)CCCC1
  1 | -4 | 0 | -3 | 96 | -0.2 | -2 | -2 | 1 | -2.5
COc1ccccc1CNC(=O)CN1C(=O)NC2(CCC(C)CC2)C1=O (centres undefined)
  1 | 0 | -5 | 1 | 93 | -0.3 | -2 | 0 | 1 | 2.3
COc1cccc(NC(=O)NCCCN2CCN(c3ccc(F)cc3)CC2)c1
  1 | -6 | -7 | -1 | 92 | 0.1 | 9 | -6 | 0 | 0.1
Cc1cc(C)c(-c2cc(C(F)(F)F)no2)c(=O)[nH]1
  -1 | 7 | -6 | 0 | 97 | 0.0 | 3 | -12 | . | 1.2
CCCCCC(=O)NC(=S)Nc1ccc2oc(=O)ccc2c1
  -4 | 1 | -5 | 3 | 97 | 0.4 | -8 | 0 | 2 | -0.3

High-throughput results (PubChem)
